Rac1 GTP hydrolysis = MgcRacGAP GTPase-activating activity inhibitors, confirmation, biochemical, ADP Hunter fluorescence. MgcRacGAP-stimulated Rac1 GTP hydrolysis, ADP Hunter fluorescence; higher % means a stronger effect; GST-tagged Rac1 F28L mutant substrate. inhibition, % at 30 µM; hits with a dose series show IC50 in µM. actives 0.6% (n = 340,000);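 active = first-screen hits whose inhibition reached a set limit at any dose in the follow-up dose series; inconclusive = inhibition above the set first-screen limit but never retested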;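 also: fluorescence reports GDP produced by GAP-driven GTP hydrolysis; strong numbers were not always called active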
GPR35 arrestin U2OS = GPR35 antagonists blocking zaprinast-driven arrestin recruitment, primary screen, imaging, U2OS, beta-arrestin-GFP, zaprinast agonist (AID 2058); actives 0.052% (n = 290,000); U2OS GPR35 beta-arrestin-GFP translocation imaging, zaprinast antagonism; higher % means a stronger effect; inhibition, % at 10 µM, or IC50 in µM where a hit was titrated;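 active = inhibition of at least 50% with at least 30 cells and total cytoplasm GFP at most 10,000,000; inconclusive = under 30 cells or total GFP of 10,000,000 plus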
Dengue-2 NS5 capping = Dengue-2 NS5 methyltransferase inhibitors, primary screen, biochemical, confirmation dose response (AID 588689); Dengue-2 NS5 methyltransferase capping enzyme assay, biochemical; higher % means a stronger effect; one-dose inhibition, % at 25 µM; IC50 in µM for titrated hits; actives 0.3% (n = 340,000); in the data active = a potency from the dose series; inconclusive = inhibition above about 29% without an active follow-up result
Large T inhibition = SV40 large T antigen inhibitors, biochemical (AID 1903); SV40 large T antigen ATPase/helicase inhibition assay; higher % means a stronger effect; inhibition, % at 20 µM; hits with a dose series show IC50 in µM; actives 0.39% (n = 310,000); in the data active = a potency from the dose series; inconclusive = inhibition mostly from about 32% at the one dose, without a potency; inactive = the rest, 99 in 100 with inhibition below about 32%; also: strong numbers were not always called active
RSV CPE inhibition = RSV antiviral activity via CPE protection, HEp-2 cells, primary 10 µM value included (AID 2391). CPE inhibition, % at 10 µM; hits with a dose series show IC50 in µM. HEp-2 cells, RSV-induced CPE inhibition; higher % means a stronger effect. actives 0.13% (n = 310,000); in the data active = a potency from the dose series; inconclusive = CPE inhibition mostly from about 23% at the one dose, without a potency; inactive = the rest, 99 in 100 with CPE inhibition below about 21%; also: strong numbers were not always called active
West Nile virus CPE = West Nile virus antiviral activity, cell-based, CPE readout (AID 1621). West Nile virus-infected cells, CPE inhibition; higher % means a stronger effect. CPE inhibition, % at 10 µM; hits with a dose series show IC50 in µM. actives 0.02% (n = 290,000); in the data active = a potency from the dose series; inconclusive = CPE inhibition mostly from about 3.7% at the one dose, without a potency; inactive = the rest, 99 in 100 with CPE inhibition below about 2.2%; also: strong numbers were not always called active
PhoP inhibition = inhibitors of PhoP regulon expression, primary screen, Salmonella Typhimurium, GFP reporter (AID 1863). S. Typhimurium PhoP-regulated promoter GFP reporter, 4 h; higher % means a stronger effect. inhibition, % at 50 µM, or IC50 in µM where a hit was titrated. actives 0.16% (n = 300,000);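 active = inhibition over 29.93%, a cutoff 3 SD above the screen mean, later confirmed by dose response; inconclusive = inhibition over 29.93% but no dose response follow-up; inactive = inhibition at most 29.93% or unconfirmed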;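 also: 0% = low Mg2+ inducing control and 100% = high Mg2+ repressing control; strong numbers were not always called active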
LYP phosphatase = PTPN22 lymphoid phosphatase activity blockers – biochemical, fluorescence intensity, uHTS (AID 1779). recombinant LYP phosphatase, fluorescence intensity; higher % means a stronger effect. inhibition, % at 11.5 µM, or IC50 in µM where a hit was titrated. actives 0.054% (n = 290,000); in the data active = inhibition above about 50%;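 also: plate controls were vehicle with enzyme for no effect and no enzyme for full effect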
ER stress rescue = rescue of cells from ER stress-induced death, primary screen, 384-well, CSM14.1, thapsigargin, ATP luminescence (AID 1222); 190,000 tested, under 10 active; CSM14.1 thapsigargin-induced death rescue, ATP luminescence; higher % means a stronger effect; cellular ATP content (survival), % at 20 µM, or EC50 in µM where a hit was titrated;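 active = EC50 below 50 µM in the dose-response confirmation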;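 also: death triggered by thapsigargin at about 15 µM added after 2 h compound pretreatment; cell ATP read after overnight thapsigargin exposure of roughly 18 to 22 hours; normalized against plate controls of thapsigargin alone and 5% DMSO vehicle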
Dengue-2 NS5 capping pilot replicate = further read-out of Dengue-2 NS5 capping, marked with its call; inhibition, %; measured here: pilot screen replicate inhibition
Active calls of the source: *; ? = inconclusive; . = not tested or not shown; & = joins results of further samples.

SMILES | Rac1 GTP hydrolysis | GPR35 arrestin U2OS | Dengue-2 NS5 capping | Large T inhibition | RSV CPE inhibition | West Nile virus CPE | PhoP inhibition | LYP phosphatase | ER stress rescue | others
O=C(CSC1=NCCS1)Nc1ccc(S(=O)(=O)N2CCCCCC2)cc1 | 8% | 10% | -14% | 1% | 0.0% | -0.1% | 16% | -9% | -0.4% | Dengue-2 NS5 capping pilot replicate=0.0
Cc1n[nH]c(C)c1S(=O)(=O)N1CCCC(C(=O)NCc2ccccc2Cl)C1 (stereo not drawn) | 1% | 14% | -1% | 5% | 2.4% | -1.2% | -3% | -4% | -3.4%
Fc1ccccc1NC(=S)N1CCCCC1 | 7% | -1% | -2% | 8% | 2.5% | 0.7% | -3% | -5% | -5.6%
CCOc1ccc(N2C(=O)CC(NCCc3ccncc3)C2=O)cc1 (stereo not drawn) | 0% | 0% | -3% | 6% | 3.2% | 0.4% | -6% | 2% | -3.0%
O=C(Nc1cccnc1)c1c(F)cccc1F | 11% | 2% | 3% | 3% | -0.5% | -0.3% | -3% | 2% | -2.8%
Cc1cc(C)n2nc(CNS(=O)(=O)c3ccc(F)cc3)nc2n1 | 10% | 0% | -8% | 1% | 1.4% | 0.3% | . | -4% | .
COc1ccccc1/C=C(/C(=O)OCC(=O)Nc1cc(C)ccc1C)c1ccccc1 | -15% | -2% | -6% | 5% | 13% | -0.5% | -13% | 0% | -0.6%
OCCC1CN(CC2CCCCC2)CCN1CC1CCCCC1 (stereo not drawn) | 16% | 4% | 0% | 9% | 0.1% | -1.4% | 0% | 0% | . | Dengue-2 NS5 capping pilot replicate=-1.8
COc1cccc(-n2c(SC3CCOC3=O)nc3ccccc3c2=O)c1 (stereo not drawn) | 7% | -13% | -2% | 10% | -0.4% | 2.3% | -3% | 2% | 0.7%
O=C(Oc1nsnc1N1CCOCC1)N1CCCCC1 | 0% | . | -4% | . | -1.1% | 0.4% | . | . | .
COc1ccccc1CNC(=O)c1cc(C(C)=O)c[nH]1 | 6% | 0% | -1% | 17% | 2.7% | -0.5% | 17% | -7% | .
Cc1ccc(S(=O)(=O)N2CCN(C(=O)c3c(C)nn(-c4ccccc4)c3Cl)CC2)cc1 | -2% | 0% | 1% | 0% | 1.2% | 0.5% | -12% | 10% | -1.9%
COC(=O)CCN(c1ccccc1)S(=O)(=O)c1cc(-c2cc(C)no2)ccc1C | 9% | 3% | 1% | 7% | 16% | -0.7% | 8% | -9% | .
CCOC(=O)c1cnc(Nc2ccc(OCC)cc2)nc1C | 2% | 9% | -5% | -1% | 1.1% | -0.7% | -3% | 0% | -1.9%
CC(=O)N1CCN(C(=O)CCc2c[nH]c3ccccc23)CC1 | 2% | -7% | 1% | 13% | 0.7% | 0.1% | 0% | 0% | -1.5%
C=CCN1CCN(C(=O)c2cc3c(s2)CCC(CC)C3)CC1 (stereo not drawn) | 5% | -10% | 1% | 8% | 0.1% | -0.3% | -2% | -11% | .
COc1ccc(OCC(O)CN2CCN(c3ccc(OC)cc3)CC2)cc1 (stereo not drawn) | 12% | 8% | -8% | 8% | -0.5% | -0.3% | 17% | -5% | .
CSc1ccc(CN(C)CCc2ccccn2)cc1 | 20% | -2% | . | 5% | -2.3% | -0.1% | -5% | -2% | .
O=c1nc2n(c3ncccc13)CCC2 | 5% | -12% | -3% | -1% | 1.0% | -0.3% | 3% | -7% | -0.3%
CCOC(=O)c1cc(C)[nH]c(=O)c1C#N | 6% | 10% | 5% | 8% | 0.7% | -0.1% | 6% | -10% | .
COc1cc(/C=N/Nc2ccc(C(F)(F)F)cn2)cc(OC)c1O | 13% | 12% | -3% | 15% | . | -0.1% | -5% | -5% | -0.3%
Cc1ccc(SCC(=O)NC2CC2)cc1 | 4% | -5% | 7% | 32% | -0.5% | -0.3% | -1% | -10% | .
Cc1cc(NC(=O)CSc2nc(C3CC3)nc3sc(C)c(C)c23)no1 | -8% | -6% | -1% | -4% | 3.2% | -0.5% | 2% | -5% | -2.4%
CSc1nnc2c3cc(F)ccc3n(Cc3ccccc3)c2n1 | 5% | -4% | -4% | . | -1.4% | 0.0% | . | -3% | -1.5%
O=C(CCc1nc2ccccc2s1)OCc1ccccc1 | 7% | -20% | -2% | -5% | 2.0% | 0.0% | -6% | -1% | 1.7%
O=C(CCc1ccccc1)N/N=C/c1cc(Br)ccc1O | 6% | 5% | -5% | -3% | 5.7% | 2.6% | 4% | -6% | -0.7%
CCN1CCCC1CNC(=O)COc1cc(=O)n(C)c2ccccc12 (stereo not drawn) | -1% | 2% | -1% | 0% | -1.3% | 0.0% | 0% | 4% | -1.5% | Dengue-2 NS5 capping pilot replicate=-2.4
CCc1sc(NS(C)(=O)=O)nc1-c1ccccc1 | 8% | 10% | 1% | 12% | 3.5% | 0.8% | -2% | -5% | -1.1%
Cc1ccc(C2=Nc3ccccc3N=C(C(Cl)Cl)C2)cc1 | 9% | -6% | -7% | 4% | 11% | -1.0% | 0% | -4% | -1.3%
O=C1c2ccccc2C(=O)N1c1ccc(Cl)cn1 | 9% | 6% | -6% | 8% | -0.1% | 0.7% | -8% | -2% | -0.7%
COc1ccc(NC(=O)c2cccc(NC(=O)c3ccco3)c2)c(OC)c1 | 9% | -15% | -1% | 7% | 10% | 0.3% | 2% | -3% | 3.1%
CCCCN(CC)C(=O)CN(C)S(=O)(=O)c1cccc2nsnc12 | 2% | 2% | -1% | 8% | 0.0% | -0.6% | -5% | 0% | -0.7%
Clc1ccccc1-c1nc(-c2ccncc2)no1 | 7% | 13%&2% | -1% | 4%&8% | 2.0%&-0.1% | -0.3%&-0.2% | -4%&-3% | 3%&-6% | .
O=C(NCC(c1cccnc1)N1CCN(c2ccc(F)cc2)CC1)c1ccc(F)cc1 (stereo not drawn) | 12% | 21% | 2% | 4% | -0.8% | -0.7% | -5% | -8% | .
CCOC(=O)c1sc(=NC(=O)COc2ccccc2)n(C)c1C | 4% | 0% | -1% | 14% | 2.2% | -0.6% | 10% | -2% | 2.5%
CCCS(=O)(=O)N1CCN(Cc2c[nH]c3ccccc23)CC1 | 25% | 15% | 5% | 18% | 0.1% | 0.7% | 7% | -5% | -1.4%
CCOc1cccc(NC(=O)c2cccc(F)c2)c1 | 13% | -5% | -1% | 1% | ? | -0.3% | -1% | -6% | 1.0%
COc1ccc(CC(=O)OCC(=O)NCc2ccccc2Cl)cc1OC | 7% | 6% | 7% | 13% | 0.1% | 0.0% | -8% | -5% | -0.5%
C=CCNc1ncnc2c1cnn2-c1ccc(Cl)cc1 | 4% | 0% | -6% | 6% | 18% | -0.1% | 3% | -7% | .
COc1ccc(N(C)S(=O)(=O)c2cccc(C(=O)NC3CCC(C)CC3)c2)cc1 (stereo not drawn) | 8% | -5% | . | 17% | 3.7% | -0.5% | -9% | -2% | 0.0%
COc1cc([N+](=O)[O-])ccc1N/C=C/C(=O)c1cccs1 | 1% | 1% | -15% | -4% | -3.8% | -0.5% | -19% | -1% | -4.3%
CC(C)(C#N)Nc1ccccc1 | -5% | 22% | -5% | 9% | 0.1% | 1.6% | -3% | -2% | -0.7%
COc1ccccc1CCC(=O)NNC(=O)c1ccc(Br)cc1 | 5% | 11% | -3% | 8% | 1.5% | -0.3% | -3% | -7% | .
O=C(O)c1ccc(-c2ccc(/C=C3\NC(=O)N(Cc4ccc(Cl)cc4)C3=O)o2)cc1Cl | ? | 14% | 15% | ? | . | 0.1% | -2% | -2% | -1.3%
Cc1nn(-c2ccccc2)c(Cl)c1C(=O)N(C)c1nc(-c2ccc(F)cc2)cs1 | . | 7% | . | 8% | 3.6% | -0.3% | -7% | -6% | 1.2%
O=C1c2ccccc2-c2onc3c(N4CCN(CCO)CC4)cc(N4CCN(C(=O)c5ccco5)CC4)c1c23 | 27% | 9% | ? | 13% | -1.4% | 1.7% | -23% | -11% | .
N#C/C(=C1/CCCCCN1)c1nnc2n1CCCCC2 | 2% | -3% | -2% | 2% | 0.7% | -0.2% | 4% | -4% | 3.4%
CCOC(=O)C(C)c1n[nH]c(=O)c2ccccc12 (stereo not drawn) | 4% | -1% | 3% | -2% | 0.5% | 0.1% | 12% | -10% | 2.7%
CSc1nc2ccc(NC(=O)C3=NNC(=O)CC3)cc2s1 | 11% | -7% | -12% | 9% | 6.8% | -0.2% | -3% | 6% | -1.3%
CCOC(=O)C1=C(C)OC(N)=C(C#N)C1c1ccc(OC)c(CSc2ccccn2)c1 (stereo not drawn) | -27% | 0% | -12% | 4% | 3.0% | -0.3% | 13% | -6% | 1.5%
S=c1[nH]cc(-c2ccccc2)n1-c1cccc(Cl)c1 | 7% | -6% | -4% | 4% | 0.5% | -1.5% | -5% | -4% | 15%
CCOc1cccc(/C=N/N2C(C)CCCC2C)c1O (stereo not drawn) | -4% | -3% | 7% | 6% | 2.2% | 0.4% | 4% | -1% | .
CCOc1ccc(-n2c(-c3ccco3)nc3c(cnn3-c3ccc(C)cc3)c2=O)cc1 | 3% | 0% | -1% | 8% | 0.8% | 0.0% | 0% | -2% | .
O=C(O)c1cccc(NS(=O)(=O)c2ccc3c4c(cccc24)C(=O)N3)c1 | 4% | -4% | -2% | 9% | 1.4% | -0.1% | 4% | -2% | .
FC(F)(F)c1cc(-c2ccco2)nc(NCc2ccco2)n1 | 8% | -9% | -6% | -3% | 1.7% | -0.7% | -4% | -1% | -1.2%
CCCC(=O)Nc1ccc(C)c(O)c1 | 3% | 3% | -6% | 7% | 1.4% | 0.1% | 12% | -5% | -0.9%
C=CCN1C(=O)/C(=C2/Sc3ccccc3N2CCCS(=O)(=O)O)SC1=S | 15% | -5% | 15% | 19% | 1.9% | 0.4% | 6% | 1% | -0.1%
CC(=O)N1CC2(NC(=O)c3ccccc3N2)c2ccccc21 (stereo not drawn) | 3% | -12% | -6% | 11% | 2.1% | . | -1% | -6% | -0.9%
O=c1[nH]c2ccc(NS(=O)(=O)c3ccc4ccccc4c3)cc2[nH]1 | 10% | -3% | -3% | 9% | -2.5% | 0.7% | 7% | -12% | 2.5%
CN(C)/C=N/c1nc2nccc(-c3ccc(Cl)cc3)n2n1 | 14% | 2% | 4% | -2% | -0.9% | 0.4% | -9% | 0% | 0.6%

Rows are unselected; any-hit rate near 1.5%.
